mcGAS lum: blocks mouse cGAS activity; Q8C6L5; recombinant cGAS, Kinase-Glo ATP depletion luminescence; inhibition, % at 12.5 µM; 0.15% of 160,000 active; AID 1259399;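 further: 0% = negative control wells and 100% = reference inhibitor with no enzyme activity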
NPYLR7 ag: activates Aedes aegypti NPYLR7 receptor. 0.15% of 270,000 active. activation, % at 10 µM. HEK293T NPYLR7/Galpha15, GCaMP6s calcium fluorescence; in the data active means activation above about 40%;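 further: 0% = vehicle and 100% = reference agonist at the receptor; some compounds past the cut are filed as inactive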
hcGAS inh: blocks human cGAS activity | Q8N884 | recombinant h-cGAS, ATP depletion, Kinase-Glo luminescence | inhibition, % at 12.5 µM | 0.081% of 290,000 active | AID 1259398;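 further: 0% = vehicle reaction and 100% = reaction without DNA for no activity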
Target sequence (Q8N884 whole entry, looked up): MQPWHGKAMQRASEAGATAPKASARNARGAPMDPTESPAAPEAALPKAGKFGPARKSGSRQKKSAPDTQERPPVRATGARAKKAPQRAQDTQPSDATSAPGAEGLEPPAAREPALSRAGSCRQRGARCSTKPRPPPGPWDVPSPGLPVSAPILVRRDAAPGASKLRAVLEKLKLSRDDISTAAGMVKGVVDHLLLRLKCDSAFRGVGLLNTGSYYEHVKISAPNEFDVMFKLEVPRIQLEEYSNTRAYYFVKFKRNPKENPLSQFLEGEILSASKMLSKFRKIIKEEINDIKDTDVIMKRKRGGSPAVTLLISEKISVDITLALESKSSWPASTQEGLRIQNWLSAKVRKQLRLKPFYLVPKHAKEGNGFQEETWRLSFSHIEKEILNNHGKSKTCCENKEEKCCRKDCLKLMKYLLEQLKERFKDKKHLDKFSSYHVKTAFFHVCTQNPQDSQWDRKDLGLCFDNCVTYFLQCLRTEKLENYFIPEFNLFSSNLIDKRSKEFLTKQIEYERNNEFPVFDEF
* marks the source's active call; other numbers are inactive results; · = no result given. Unless noted, no stated cut-off is given here; in the data, active means inhibition above about 40%; inactive means the rest.

1	CC1(C)CN(S(=O)(=O)N2CCCC2)C[C@]1(C)O
2	COc1ccccc1N1CCN(c2cc(Oc3cc(C)ccc3Cl)ncn2)CC1
3	CCc1csc(CCNC(=O)C(c2cccc(C)c2)N(C)C)n1 (stereo not given)
4	C#CCn1c(O)c(N=NC(=O)CNC(=O)c2ccccc2Cl)c2ccccc21
5	Cn1cc(CN2CCCC(C(N)=O)C2)c(-c2ccc(Oc3ccccc3)cc2)n1 (stereo not given)
6	CCOC(=O)CC(=O)N1CC(=O)N2CC(C)c3ccccc3C2C1 (stereo not given)

Compound | 1 | 2 | 3 | 4 | 5 | 6
mcGAS lum | -7 | -5 | · | -5 | · | -9
NPYLR7 ag | · | 21 | -6 | -1 | 15 | 37
hcGAS inh | -11 | -4 | -6 | 13 | -10 | -6

7	CCC(CC)n1nc(C)cc1NC(=O)c1ccc(=O)[nH]c1
8	CN(CCC1CCCCO1)C(=O)CCC(=O)NC1CCCC1 (stereo not given)
9	CN(Cc1ccccc1Cl)Cc1cnc(S(C)(=O)=O)n1CC1CCCO1 (stereo not given)
10	CCOc1ccc(-c2cnc(-c3cnc(CC)nc3)[nH]2)cc1
11	CN(C)c1ccc(NC(=O)Nc2ccccc2C(F)(F)F)cc1C(=O)NC1CC1
12	CCS(=O)(=O)Nc1ccc(NC(=O)CCc2cccc(Cl)c2)cc1OC

Compound | 7 | 8 | 9 | 10 | 11 | 12
mcGAS lum | -17 | -8 | · | · | -5 | ·
NPYLR7 ag | 8 | 3 | 4 | -2 | 14 | 7
hcGAS inh | -4 | -7 | -8 | -8 | -4 | -10

13	Cc1noc(C)c1CN(C)Cc1cnc(N2CCOCC2)nc1
14	CS(=O)(=O)NCCOc1cc(N2CCCC2)ncn1
15	O=C(c1cccc(Br)c1)N(CCN1CCOCC1)Cc1cc(Cl)ccc1OCc1nc(CO)cs1
16	CC12CCC(C(=O)N3CCCC3)(OC1=O)C2(C)C (stereo not given)
17	O=C(C=CN1CCC(CCCC2CCN(C=CC(=O)C(F)(F)F)CC2)CC1)C(F)(F)F
18	CCC(C(=O)N1CCN(C(C(=O)Nc2cccc(Cl)c2)C2CCCC2)CC1)c1ccccc1 (stereo not given)

Compound | 13 | 14 | 15 | 16 | 17 | 18
mcGAS lum | · | · | 0 | · | · | -3
NPYLR7 ag | 11 | -1 | · | 6 | 8 | -2
hcGAS inh | -6 | -4 | 1 | -2 | -1 | -1

Structures above with a carbonyl joined to an NH by a bond outside any ring:
3	CCc1csc(CCNC(=O)C(c2cccc(C)c2)N(C)C)n1 (stereo not given)
4	C#CCn1c(O)c(N=NC(=O)CNC(=O)c2ccccc2Cl)c2ccccc21
5	Cn1cc(CN2CCCC(C(N)=O)C2)c(-c2ccc(Oc3ccccc3)cc2)n1 (stereo not given)
7	CCC(CC)n1nc(C)cc1NC(=O)c1ccc(=O)[nH]c1
8	CN(CCC1CCCCO1)C(=O)CCC(=O)NC1CCCC1 (stereo not given)
11	CN(C)c1ccc(NC(=O)Nc2ccccc2C(F)(F)F)cc1C(=O)NC1CC1
12	CCS(=O)(=O)Nc1ccc(NC(=O)CCc2cccc(Cl)c2)cc1OC
18	CCC(C(=O)N1CCN(C(C(=O)Nc2cccc(Cl)c2)C2CCCC2)CC1)c1ccccc1 (stereo not given)

Compound | 3 | 4 | 5 | 7 | 8 | 11 | 12 | 18
mcGAS lum | · | -5 | · | -17 | -8 | -5 | · | -3
NPYLR7 ag | -6 | -1 | 15 | 8 | 3 | 14 | 7 | -2
hcGAS inh | -6 | 13 | -10 | -4 | -7 | -4 | -10 | -1

More structures follow.
19	CCn1ccnc1CNC(=O)CCSc1ccc2c(c1)OCCO2
20	COCCNC(=O)Cc1ccc(NCc2ccco2)cc1
21	CC1=NC(C(F)(F)F)(C(F)(F)F)N=C2C=CC(Br)=CN12
22	Cc1cc(C)c(S(=O)(=O)NCc2nnnn2C2CCCCC2)c(C)c1
23	CCOc1ccc(-c2ccnc(N3CCN(C(=O)c4ccc(F)c(C)c4)CC3)n2)cc1
24	CC(=O)C(C=Nc1ncc(C(F)(F)F)cc1Cl)=C(C)O

Compound | 19 | 20 | 21 | 22 | 23 | 24
mcGAS lum | · | 0 | · | -7 | -6 | -6
NPYLR7 ag | 5 | · | 0 | 18 | 5 | -2
hcGAS inh | -5 | -1 | -3 | -8 | -5 | -10

25	C=C(C)CNC(=O)c1cc(N2CCCC(C)C2)nc2ccccc12 (stereo not given)
26	O=C1/C(=C/c2ccc(Br)cc2)C=C(c2ccccc2)N1c1ccccc1Cl
27	CCC1=NOC(Cn2nc(CC3CCNCC3)n(-c3ccccc3)c2=O)C1 (stereo not given)
28	CNC(=O)[C@@]1(OCc2cccc(C)c2)CC(OCc2cccc(F)c2F)[C@H](O)[C@H](O)C1 (stereo not given in full)
29	O=C(NC(Cc1ccccc1)c1nnc(SCc2ccccc2)n1-c1ccc([N+](=O)[O-])cc1)c1ccc(Br)cc1 (stereo not given)
30	COc1ccc(NCc2nn3cc(-c4ccc(OC)c(OC)c4)c4c3n2CCCC4)cc1

Compound | 25 | 26 | 27 | 28 | 29 | 30
mcGAS lum | -4 | -7 | -19 | -8 | -4 | ·
NPYLR7 ag | 6 | -1 | 16 | 8 | 17 | 0
hcGAS inh | -6 | -5 | -9 | -7 | -2 | -3

31	COc1c(-c2ccccc2)sc2nc(C)cc(C)[n+]12
32	C=C(C)COc1ccccc1C(=O)N1CCCOCC1
33	CC(C)N1CCC(C(=O)NCC2(c3ccc(F)cc3)CCOC2)CC1 (stereo not given)
34	COc1ccc(CCCC(=O)n2ccn(-c3ccc4c(c3)OCO4)c2=O)cc1
35	Cc1ccccc1N1C(=O)CSC1c1ccc(NC(=O)Nc2ccccc2F)cc1 (stereo not given)
36	CCOC(=O)N1CCN(c2cc(=O)n(-c3ccc(C)cc3)c(=O)[nH]2)CC1

Compound | 31 | 32 | 33 | 34 | 35 | 36
mcGAS lum | · | · | · | 0 | -10 | ·
NPYLR7 ag | -11 | 0 | 4 | -10 | · | 8
hcGAS inh | -3 | -7 | -6 | -1 | -12 | -2

Profiles from above. Values in the order: mcGAS lum | NPYLR7 ag | hcGAS inh
COc1c(-c2ccccc2)sc2nc(C)cc(C)[n+]12 in the list: · | -11 | -3
CCOC(=O)N1CCN(c2cc(=O)n(-c3ccc(C)cc3)c(=O)[nH]2)CC1 in the list: · | 8 | -2

Further results follow:
37	COc1ccc(-c2noc(CN3CCCCC3c3cccnc3)n2)c(OC)c1OC (stereo not given)
38	Cc1ccccc1Cn1cc(C(=O)N2CCCN(C3Cc4ccccc4C3)CC2)nn1
39	COc1cccc(-c2nnc(SCc3ccc(C(=O)Nc4ccc(C(C)C)cc4)cc3)n2-c2ccccc2OC)c1
40	Cc1ccccc1-c1ncc(CN2CCN(Cc3ccc(F)c(F)c3)C(CCO)C2)cn1 (stereo not given)
41	CCN(CC)C(=O)N1CCC2(CC1)CN(Cc1ccccc1F)CCN2C
42	O=C(c1coc(COc2ccc3c(c2)OCO3)n1)N1[C@@H]2CC[C@H]1CC(O)C2 (stereo not given in full)

Compound | 37 | 38 | 39 | 40 | 41 | 42
mcGAS lum | · | -10 | 1 | -8 | · | -14
NPYLR7 ag | 4 | · | -2 | 12 | 3 | ·
hcGAS inh | -1 | -5 | 9 | -5 | -6 | -2

43	O=C(NC(CN1CCCC1)c1ccccc1)c1c(O)cc(F)cc1F (stereo not given)
44	c1cn2c(NC3CCCCC3)c(-c3ccsc3)nc2cn1
45	O=C1C=CC(=C(c2ccc(O)cc2)c2ccc(O)cc2)C=C1
46	Cc1ccc(C)c2c1sc(=NC(=O)CN1C(=O)CCC1=O)n2C
47	Cc1cc2[nH][nH]c(=O)c2c(C)n1
48	COc1ccc(-c2nn(CC(=O)N(C)c3ccccc3)c(=O)c3nc(C)sc23)cc1

Compound | 43 | 44 | 45 | 46 | 47 | 48
mcGAS lum | · | · | 30 | -2 | · | -8
NPYLR7 ag | 5 | 6 | · | 3 | -4 | 2
hcGAS inh | -5 | 11 | 2 | 0 | -2 | 4

49	CCOC(=O)c1cccnc1-c1ccc(S(C)(=O)=O)cc1
50	Cc1ccc(NC(=O)c2ccoc2)cc1S(=O)(=O)N1CCCCCC1
51	Cc1ccc(S(=O)(=O)NCCc2csc3nc(-c4cccs4)nn23)cc1
52	O=C(c1cc(Cc2ccccc2)ccc1O)N1CCN(C(=O)N2CCCCC2)CC1
53	C[C@]12CCC(=O)C=C1[C@@H]1C[C@@H]1C1C2CC[C@@]2(C)C1[C@@H]1C[C@@H]1[C@@]21CCC(=O)O1 (stereo not given in full)
54	CCN(C(=O)c1ccc(=O)n(Cc2ccc(F)cc2)n1)c1ccccc1

Compound | 49 | 50 | 51 | 52 | 53 | 54
mcGAS lum | · | · | -7 | · | · | ·
NPYLR7 ag | -1 | 5 | 0 | 8 | 12 | 1
hcGAS inh | -3 | -5 | -5 | -10 | -5 | -8

55	Cc1[nH]nc(CCC(=O)N2C[C@@H]3CCN(C)[C@@H]3C2)c1C
56	CCCn1c(N)c(CC)c(=O)[nH]c1=O
57	Cc1nc(SCc2cccc(C(=O)NCCN3CCOCC3)c2)nc(N(C)Cc2ccccc2)c1C
58	COc1ccccc1OC1CCN(C(=O)c2ncc[nH]2)CC1
59	COc1ccc(C(C)C)cc1-c1cnn2c(NCCc3ccccn3)ccnc12
60	Cc1ccccc1CCC1CCCN(C(=O)c2[nH]ncc2Cl)C1 (stereo not given)

Compound | 55 | 56 | 57 | 58 | 59 | 60
mcGAS lum | -4 | · | -2 | -10 | -2 | ·
NPYLR7 ag | · | 0 | -2 | -4 | -8 | 4
hcGAS inh | -9 | -5 | 3 | 0 | -5 | -7

61	O=C1C(=Cc2ccco2)SC(=S)N1N=Cc1ccco1
62	CCCCn1nc(C)c(C2Nc3ccccc3C(=O)N2C2CC2)c1Cl (stereo not given)
63	CCc1cnc(NC2COC3(CCCCC3)C2)nc1 (stereo not given)
64	O=C(CCCN1C(=O)c2cccc3cccc(c23)C1=O)Nc1ccc2c(c1)Cc1ccccc1-2
65	COCCN(Cc1ccc(OS(=O)(=O)c2ccc(F)cc2)cc1)C(=O)Nc1ccccc1C(F)(F)F
66	Cc1cc(=O)[nH]c(-n2nc(C)c(CCC(=O)Nc3ccc(C(C)C)cc3)c2C)n1

Compound | 61 | 62 | 63 | 64 | 65 | 66
mcGAS lum | · | · | 0 | -1 | 1 | ·
NPYLR7 ag | 21 | 1 | · | -5 | · | 2
hcGAS inh | -3 | -6 | 4 | -2 | 8 | -9

67	CCCc1nc(N2CCCN(C(=O)c3ccc([N+](=O)[O-])cc3)CC2)c2c(-c3cccc(C(F)(F)F)c3)noc2n1
68	Cc1ccc2[nH]c3c(=O)n(CCC(=O)O)cnc3c2c1
69	Cn1nc(NC(=O)Cc2cccs2)c2c1NC(=O)CC2c1ccco1 (stereo not given)
70	CC1CC2C3CCC4=CC(=O)C=CC4(C)[C@@]3(Cl)C(O)CC2(C)C1(O)C(=O)CO (stereo not given in full)
71	O=C(O)c1cc(S(=O)(=O)N(Cc2ccco2)c2ccccc2)ccc1F
72	Cc1nn(C(=O)c2cccnc2)c(C)c1Sc1ccccc1

Compound | 67 | 68 | 69 | 70 | 71 | 72
mcGAS lum | -2 | 2 | 6 | · | -12 | ·
NPYLR7 ag | -7 | -1 | -22 | -2 | 10 | 0
hcGAS inh | 3 | 2 | 7 | -1 | -2 | 16

73	CN(C)C[C@@H]1CN(Cc2ccncc2)C[C@H]1NC(=O)NC1CCCCC1
74	COC(=O)CCCC(=O)NC1CCCN(c2ccc(C(F)(F)F)cn2)C1 (stereo not given)
75	O=c1c2ccccc2ncn1CCCCSc1ccccc1
76	Cc1ccnc(NC(=O)c2sccc2S(=O)(=O)N2CCCC2)c1
77	O=C(NC(c1ccc(F)cc1)c1ccc2ccccc2n1)C1CCN(CCOc2ccc(Cl)cc2)CC1 (stereo not given)
78	Cc1cccc(N=c2oc3ccc4ccccc4c3cc2-c2nc3ccccc3[nH]2)c1

Compound | 73 | 74 | 75 | 76 | 77 | 78
mcGAS lum | -4 | · | · | · | -4 | -9
NPYLR7 ag | · | 1 | 4 | 8 | 3 | 2
hcGAS inh | -7 | -8 | -7 | -10 | 0 | -7

79	CCCC(=O)N1CCCC1C(=O)C(C#N)c1nc(C)cs1 (stereo not given)
80	COCCN(Cc1cc(NC(=O)c2ccccc2Cl)ccc1N(C)C)C(=O)c1ccc(OC)cc1
81	CCC1CN(Cc2cnn(C)c2C2CC2)CCN1C(C)C (stereo not given)
82	CCN(CCC#N)Cn1nc(-c2ccccc2)n(C)c1=S
83	COc1ccc(CN2CCN(CC=C(C)C)CC2)cc1
84	N#Cc1ncn(Cc2cc3c(cc2Br)OCCO3)n1

Compound | 79 | 80 | 81 | 82 | 83 | 84
mcGAS lum | -7 | -4 | · | · | · | ·
NPYLR7 ag | 10 | 22 | -5 | -5 | 11 | 5
hcGAS inh | -6 | -5 | 0 | -15 | -10 | -2

85	O=C(CSc1ncc(-c2ccccc2)n1C1CC1)NC1CCCC1
86	CCOC(=O)Cn1c(Cl)c(/C=N\NC(=O)c2ccccc2F)sc1=O
87	CSc1nn(CC(=O)NCc2ccccc2)c(N)c1-c1nc(-c2ccc3c(c2)OCO3)no1
88	COc1ccc(NC(=S)N=Nc2c(O)[nH]c3ccc(F)cc23)cc1OC
89	COc1c(C)cnc(CSc2nnc(NC3CC3)s2)c1C

Compound | 85 | 86 | 87 | 88 | 89
mcGAS lum | · | -7 | -6 | · | ·
NPYLR7 ag | 6 | -9 | 23 | -4 | 4
hcGAS inh | -6 | -5 | -2 | 2 | -8
